Bioassay records deposited in PubChem by several laboratories.
Furin inh: human furin inhibition; P09958; purified furin, fluorogenic substrate cleavage; inhibition, % at 30 µM; 0.061% of 220,000 active; AID 463115; in the data active = inhibition above about 25%; also: inactives centre near -15
FXIa inh 1536: blocks human coagulation factor XIa protease activity | P03951 | inhibition, % at 5 µM | 0.14% of 220,000 active | purified FXIa, Boc-Glu-Ala-Arg-AMC fluorogenic substrate;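 active = inhibition of at least 40%; inactive = inhibition below 40%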;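 also: fluorescence of freed AMC excited at 355 nm; 0% = enzyme without compound and 100% = no enzyme blank; many of its hits are not listed in these tables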
FXIIa inh: inhibitors of human coagulation factor XIIa; inhibition, % at 5 µM; P00748; 0.3% of 220,000 active; purified FXIIa, Boc-QGR-AMC fluorogenic substrate, 2 h; in the data active = inhibition above about 40%;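 also: 0% = enzyme with no compound and 100% = blank without enzyme; many of its hits are not listed in these tables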
Wee1 stabilizer: blocks degradation of human Wee1 kinase. P30291. HeLa Luc-Wee1K328M stability, luciferase luminescence; 100% = proteasome inhibitor MG132 effect. reporter increase, % at 5 µM. 1.2% of 220,000 active. AID 1321;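 active = activation above the mean of all tested compounds plus 3 SD, set per screening run, cut at about 8.8% in these data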;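 also: cells exposed to compound for 20 h before luminescence read; 0% = DMSO alone and 100% = MG132 at 30 µM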
Target sequence (P30291 whole entry K328M): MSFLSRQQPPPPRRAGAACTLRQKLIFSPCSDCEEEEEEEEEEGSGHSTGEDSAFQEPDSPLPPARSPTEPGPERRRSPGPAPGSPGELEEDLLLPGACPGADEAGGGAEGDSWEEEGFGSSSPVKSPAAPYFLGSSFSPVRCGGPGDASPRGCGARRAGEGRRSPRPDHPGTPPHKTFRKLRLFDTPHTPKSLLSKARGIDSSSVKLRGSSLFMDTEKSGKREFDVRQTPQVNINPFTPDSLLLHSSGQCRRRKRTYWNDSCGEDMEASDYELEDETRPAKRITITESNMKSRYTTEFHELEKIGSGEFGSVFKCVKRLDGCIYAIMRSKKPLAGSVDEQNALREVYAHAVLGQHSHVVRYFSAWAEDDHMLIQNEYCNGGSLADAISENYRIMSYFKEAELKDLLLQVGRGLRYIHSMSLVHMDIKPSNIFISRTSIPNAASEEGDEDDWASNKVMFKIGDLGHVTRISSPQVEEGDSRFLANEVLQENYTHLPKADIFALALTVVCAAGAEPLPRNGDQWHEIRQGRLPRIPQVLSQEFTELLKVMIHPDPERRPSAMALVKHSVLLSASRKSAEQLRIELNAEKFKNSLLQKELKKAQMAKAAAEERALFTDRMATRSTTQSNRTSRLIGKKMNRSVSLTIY
KLK5 inh: blocks human kallikrein 5 protease activity. recombinant hK5, fluorogenic AMC substrate cleavage. inhibition, % at 5 µM. Q9Y337. 0.59% of 210,000 active. AID 873;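 active = inhibition of 40% or more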;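 also: 0% = enzyme controls without compound and 100% = no-enzyme blanks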
Target sequence (Q9Y337 67-293 limits assumed): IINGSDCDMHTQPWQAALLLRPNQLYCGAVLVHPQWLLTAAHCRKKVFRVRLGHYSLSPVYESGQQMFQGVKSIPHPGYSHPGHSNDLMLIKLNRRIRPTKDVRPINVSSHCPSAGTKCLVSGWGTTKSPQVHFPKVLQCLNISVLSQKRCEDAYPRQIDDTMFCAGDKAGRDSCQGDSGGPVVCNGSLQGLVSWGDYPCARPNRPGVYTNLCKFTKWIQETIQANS
PERK inhibitor: human PERK inhibition, primary cell-based screen | Q9NZJ5 | CHO PERK-DD fusion, SEAP luminescence translation reporter | inhibition, % at 5.6 µM | 0.17% of 220,000 active | AID 1416;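 active = inhibition above the mean inhibition of all tested compounds plus 3 SD, set separately per screening campaign, cut at about 2.9% in these data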;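 also: PERK kinase domain activated by AP20187 dimerizer at 100 nM; 0% = DMSO with dimerizer and 100% = rapamycin at 8.4 µM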
p97 inhibitor: human p97 ATPase inhibition; P55072; recombinant p97 ATPase, Kinase-Glo ATP luminescence, 3 h; inhibition, % at 8 µM; 0.42% of 220,000 active; AID 1481; in the data active = inhibition above about 15%;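 also: 0% = DMSO vehicle and 100% = wells lacking enzyme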
Cl transport mod: KCC2 (human) Cl- transport modulation. Q9H2X9. KCC2 cells, thallium flux FluoZin-2 fluorescence. B-score of Tl+ flux slope (higher = more flux/activation; lower = inhibition) at 10 µM. 2.2% of 190,000 active. AID 1456;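 active = thallium flux slope and its plate-corrected score both differing from the plate sample mean at a set confidence after two filtering rounds, in either direction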;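 also: slope of fluorescence scaled to starting intensity during 10 to 20 s after thallium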
Thrombin inh: blocks human thrombin protease activity. P00734. alpha-thrombin, Boc-VPR-AMC fluorogenic substrate cleavage. inhibition, % at 5 µM. 0.26% of 220,000 active. AID 1046;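 active = inhibition at or above 40%; inactive = inhibition below 40%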;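 also: 0% = enzyme with no compound and 100% = wells without enzyme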
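Material: human alpha-thrombin protein; Also added: Boc-VPR-AMC substrate, 15 µM final; Timing: enzyme reaction carried out at room temperature; Signal: fluorescence, ex 355 nm, em 460 nm; Measure: % inhibition of thrombin; Controls: enzyme without compound as high, wells lacking enzyme as low.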
* marks the source's active call; other numbers are inactive results; . = no result given; [ ] = remark or other dose.

SMILES	Furin inh	FXIa inh 1536	FXIIa inh	Wee1 stabilizer	KLK5 inh	PERK inhibitor	p97 inhibitor	Cl transport mod	Thrombin inh
O=C(CSc1nc(-c2cccs2)cc(C(F)(F)F)n1)NCc1ccco1	-13.9[20 µM]	0.5	13.6	1.5	-3.1	-0.1	-0.4	.	3.1
Cc1ccc(C)c(OCCOCCN2CC(C)OC(C)C2)c1C (stereo not drawn)	-3.2[20 µM]	-1.1	9.4	1.6	-6.3	-0.6	-5.7	.	-2.5
COc1cccc(N(C(=O)c2ccco2)c2nc(-c3sc(NC(=O)c4ccco4)nc3C)cs2)c1	-17.1[20 µM]	1.9	14.4	-1.6	-15.7	-0.1	-2.4	0.0404	0.6
CCCc1cc(=O)[nH]c(SCC(=O)c2cc(C)n(CC(F)(F)F)c2C)n1	-22.2	-0.3	10.1	2.0	1.9	0.0	-0.1	-0.248	0.1
CC(C)(C)C(=O)Nc1nc2ccc(S(C)(=O)=O)cc2s1	-29.1	3.4	4.5	7.1	0.9	0.2	4.6	0.476	1.0
COc1ccc(CN(Cc2cc3ccc(C)cc3[nH]c2=O)Cc2nnnn2C2CCCC2)cc1	.	6.8	12.6	.	-4.6	.	.	.	4.1
c1ccc(N(c2ccccc2)c2nc(-n3ccnc3)nc(-n3ccnc3)n2)cc1	-10.8	-6.3	12.5	-2.6	-24.7	-1.1	1.5	.	-1.5
COc1ccc(Nc2nnc(C)c(=O)[nH]2)cc1	-6.8[20 µM]	-3.8	15.2	2.9	-9.1	1.2	0.8	0.41	0.8
COc1ccc(-c2nnc(SCC(=O)c3[nH]c(C)c(C(C)=O)c3C)o2)cc1	-16.4	-3.1	7.1	0.0	-16.2	-1.1	-2.7	0.308	-2.2
O=[N+]([O-])c1ccccc1S(=O)(=O)n1nnc2ccccc21	-9.9	10.2	7.8	-3.2	-5.4	0.3	-3.9	-0.0289	-1.7
COc1ccc2cc(C3CC(c4cccs4)=NN3S(C)(=O)=O)c(Cl)nc2c1 (stereo not drawn)	-9.2	4.1	4.1	3.2	-14.4	-1.1	12.2	-0.851	-7.5
O=C1c2ccccc2C(O)(c2ccccc2)N1C1CC1 (stereo not drawn)	-5.2	3.3	12.0	-2.8	10.6	1.4	-1.3	0.946	13.5
COc1ccc(NS(=O)(=O)c2ccc(Br)s2)cc1OC	-17.4[20 µM]	-6.7	6.1	1.2	-2.1	0.8	5.3	.	-5.4
CC(CO)(CO)NCc1ccc(-c2ccccc2)cc1	-10.8	0.7	17.7	-1.8	39.6	-0.8	-5.1	0.481	46.5*
CCOC(=O)C1=C(COC(=O)C2(C)CC2(Cl)Cl)NC(=O)NC1c1ccc(OC)cc1 (stereo not drawn)	-27.9	-2.4	5.8	-1.2	7.6	0.6	-0.8	-0.671	-9.2
CN(C)S(=O)(=O)c1ccc(C(=O)Nc2nc(-c3cc4ccccc4o3)cs2)cc1	-19.1	17.7	12.6	-0.5	10.3	0.7	7.9	-0.343	-0.1
CCOC(=O)C1=C(O)/C(=C/c2cc(OC)c(OC)c(OC)c2)N=C1C	-12.5[20 µM]	-5.5	8.8	-1.2	2.2	0.8	1.8	-0.335	-5.3
CC1CCC(C(C)C)C(OC(=O)COC(=O)c2cccn2C)C1 (stereo not drawn)	0.6	1.5	11.5	1.4	-13.5	1.2	3.5	-0.929	-0.9
CC1=CC(C)(C)Nc2ccc(OC(=O)C(Cc3ccccc3)N3C(=O)C4CCCCC4C3=O)cc21 (stereo not drawn)	-12.4[20 µM]	-5.4	2.8	1.7	-8.1	-1.4	-10.6	.	-2.1
c1ccc(C2=NN(c3ccccc3)CC2)cc1	-22.6	-7.1	-15.4	1.2	-13.8	0.3	0.0	-0.423	-12.1
COC(=O)C(C)n1nc(C)n(-c2ccc(C)cc2)c1=O (stereo not drawn)	-3.2[20 µM]	-4.4	2.7	5.3	0.3	1.0	-3.1	.	1.1
CC(CC(=O)N1CCN(c2ccccc2)CC1)c1ccccc1 (stereo not drawn)	-7.4	9.4	18.5	0.9	-9.9	-0.6	5.7	-0.358	-1.2
CCOC(=O)N1CCC(NS(=O)(=O)c2cc3c(cc2Cl)NC(=O)CO3)CC1	-17.1	0.2	18.7	-1.2	-6.4	1.5	0.3	.	0.8
CCOC(=O)CNC(=O)CSc1nnc(-c2ccco2)n1Cc1ccco1	-15.1	8.9	15.8	1.2	1.0	1.1	1.9	.	0.9
COCCn1c(SC2CCCCC2=O)nnc1-c1ccncc1 (stereo not drawn)	-13.4	-1.8	3.6	-0.5	-0.8	1.2	0.0	0.0218	-7.8
O=C(Nc1sc2c(c1C(=O)NC1CCCCC1)CCC2)c1ccco1	-24.0[20 µM]	-5.3	4.6	0.4	5.2	-0.3	-0.8	-0.874	-3.4
O=C(CSc1ncnc2nc[nH]c12)N1CCN(c2ccccc2)CC1	-7.1	-7.9	-1.4	-1.6	0.6	0.2	0.4	0.15	-4.8
CCOC(=O)N1CCN(C(=O)c2ccc3c(=O)n(CCc4ccccc4)c(=S)[nH]c3c2)CC1	-14.3	2.9	21.0	-3.3	-6.7	-0.5	-2.9	0.216	3.9
CCOc1ccc(N(CC(=O)NC2CCCCCC2)S(=O)(=O)c2c(C)[nH]c(=O)[nH]c2=O)cc1	-15.3	-1.3	7.4	0.3	-13.1	0.0	-7.2	0.237	-5.8
O=C(CN1CC(=O)Oc2ccccc21)OCC(=O)c1cccc(Br)c1	-19.1	-3.6	4.9	-0.4	-48.0	-0.9	8.7	-0.526	-3.2
O=C(NC(Cc1ccccc1)C(=O)O)/C(=C/c1ccc(F)cc1)NC(=O)c1ccccc1 (stereo not drawn)	-14.7	-4.1	1.4	-2.0	-10.3	-0.9	-0.9	1.87	10.9
O=C(NCc1ccccn1)C(=O)NCc1ccccn1	-28.9	-1.9	5.4	3.7	3.1	1.6	6.9	-0.76	-3.8
CCc1cc2cccc(C)c2nc1SCC(=O)c1ccc(NC(C)=O)cc1	-5.2[20 µM]	-13.5	1.3	-0.1	-23.6	-1.1	-7.9	.	9.5
O=C(CSc1nnc(-c2ccccc2Br)o1)N1CCc2ccccc2C1	-20.8	8.2	16.4	-1.6	-6.2	0.5	0.4	-5.43*	2.5
CC(=O)Nc1ccc(O)cc1[N+](=O)[O-]	-15.0	6.2	8.8	-0.7	-0.7	1.8	9.8	-0.25	-2.6
O=c1[nH][nH]c(-c2ccccc2)c1C=Nc1ccc(OC(F)(F)F)cc1	-12.9	-2.9	6.2	3.3	-2.8	0.0	1.1	0.76	-5.5
COc1ccc(N(CC(O)Cn2c(C)nc3ccccc32)S(=O)(=O)c2ccccc2)cc1 (stereo not drawn)	-17.3	5.5	8.9	-4.9	-6.2	0.9	-0.1	0.646	-2.4
CCc1cccc2c(N=O)c(O)[nH]c12	-28.9	6.9	1.9	-0.1	-3.9	0.2	-0.2	0.153	-3.5
CN(/N=C/c1ccccc1Cl)c1ncc(Cl)cc1C(F)(F)F	-5.5	0.2	3.1	-0.7	-4.3	1.5	9.6	0.559	1.5
O=C(Nc1ccc(NC(=O)c2cccs2)cc1)c1ccc(Br)o1	-8.7[20 µM]	10.5	16.1	-0.6	5.3	-1.5	1.6	-0.305	1.8
CC1CCN(C(=S)SCc2nc(N)nc(Nc3ccccc3)n2)CC1	-10.1	-4.6	-2.4	-1.7	-3.0	-0.5	1.7	0.253	-6.8
CCOC(=O)c1cc2sccc2n1CC(=O)N1CCCC1	-20.6	5.0	14.9	-0.9	-16.1	-0.5	2.1	0.0252	-0.3
O=C(O)CCSc1nnc(COc2cccc3ccccc23)n1-c1cccc(Cl)c1	-3.7	7.6	12.0	1.7	0.0	0.4	-2.8	-1.81	.
COc1ccc(Br)cc1/C=N/NC(=O)c1cccc(S(=O)(=O)N2CCOCC2)c1	-4.7	-3.5	1.2	8.2	-5.2	-0.6	1.3	-1.13	-12.8
COC(=O)C1=C(C)N(C)C(=S)NC1c1c(OC)ccc2ccccc12 (stereo not drawn)	-18.0	-0.2	9.3	-0.3	5.8	0.7	6.0	0.609	0.6
O=C(O)c1ccccc1OCCOCCOc1ccccc1C(=O)O	-14.5[20 µM]	-4.8	2.3	-2.1	-3.2	1.2	0.1	0.227	2.0
N#CCCN(Cc1cccs1)C(=O)Nc1ccccc1	-17.1	1.4	2.9	1.6	1.0	0.1	4.8	0.522	0.3
CC(=O)C1C(c2ccc(F)cc2)C2C(C)=NN=C2CC1(C)O (stereo not drawn)	-27.5	8.6	8.6	4.8	-15.6	1.1	2.3	1.1	-1.1
Cc1ccc(-n2nnnc2SCC(=O)Nc2sccc2C#N)cc1	-16.9	-8.5	1.1	-0.2	-15.8	-0.3	-6.2	0.486	-9.0
Cc1ccc(-n2ncc3c(=O)[nH]c(SC(C)C)nc32)cc1	-13.7	-0.2	9.3	-2.4	-7.3	-0.1	-9.1	0.257	-6.5
O=C(/C(N=Nc1cccc([N+](=O)[O-])c1)=C(/O)c1ccc(Br)cc1)C(F)(F)F	-7.0	4.9	15.6	-1.7	5.9	-0.1	5.4	-2.63	4.4
COc1ccc(OCC(O)Cn2c(=N)n(Cc3ccccc3)c3ccccc32)cc1 (stereo not drawn)	-11.0	-3.4	6.5	0.1	-3.6	-2.2	5.2	0.58	-0.8
O=C(NNS(=O)(=O)c1ccccc1)c1cccs1	-8.7	0.5	10.2	-2.7	-17.6	0.9	5.0	-0.0229	-14.9
COc1ccc2c(Cl)c(-c3nnc(SCC(N)=O)n3C)sc2c1	-28.0	4.5	5.4	-1.5	-9.3	0.1	-3.7	.	-2.1
CCOC(=O)N1CCN(C(=O)c2cc(OCC)c(OCC)c(OCC)c2)CC1	-26.5	-5.9	1.0	0.6	-3.6	0.6	2.7	0.925	-10.9
COc1cc(S(=O)(=O)N2CCOCC2)ccc1NC(=O)COc1ccc(N(C)S(=O)(=O)c2ccc(C)cc2)cc1	-13.9	1.5	6.4	1.0	.	1.0	10.4	-0.067	0.4
CN(C)c1ccc(CNC(=O)c2ccc(CNc3c(N4CCCCC4)c(=O)c3=O)cc2)cc1	-22.2	-10.8	-2.3	-0.2	-0.9	1.0	-7.7	0.104	-7.1
C=CCN(CC=C)C(=S)NC(=O)c1ccc(-c2ccccc2)cc1	-3.9[20 µM]	5.4	5.0	1.5	-28.1	-0.8	-4.7	31*	-1.8
CCOc1ccc(Cn2cc(F)c(=O)[nH]c2=O)cc1	-15.5	0.8	2.9	-2.5	-0.1	2.2	5.9	1.31	-6.1

Three entries from above, arranged by heavy-atom count, ascending:
SMILES	Furin inh	FXIa inh 1536	FXIIa inh	Wee1 stabilizer	KLK5 inh	PERK inhibitor	p97 inhibitor	Cl transport mod	Thrombin inh
O=C(NNS(=O)(=O)c1ccccc1)c1cccs1	-8.7	0.5	10.2	-2.7	-17.6	0.9	5.0	-0.0229	-14.9
CC1CCN(C(=S)SCc2nc(N)nc(Nc3ccccc3)n2)CC1	-10.1	-4.6	-2.4	-1.7	-3.0	-0.5	1.7	0.253	-6.8
COc1ccc(Br)cc1/C=N/NC(=O)c1cccc(S(=O)(=O)N2CCOCC2)c1	-4.7	-3.5	1.2	8.2	-5.2	-0.6	1.3	-1.13	-12.8

Compounds were not picked by outcome. Share with any hit: about 4.4%.
